Screens deposited in PubChem by National Center for Advancing Translational Sciences (NCATS).
BAZ2B block – inhibitors of human BAZ2B bromodomain. Q9UIF8. AlphaScreen BAZ2B-H3K14Ac peptide displacement. Potency, µM (series often up to 114 µM), for inactives: at the top dose activity change, negative = inhibition, actives largely listed as inhibitors. actives 4.4% (n = 360,000); note: % is set by controls: 0 for no effect and ±100 for the full control effect; nearly all actives have a fitted effect of over 60% in size
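AlphaScreen displacement of biotin-H3(5-23)K14Ac peptide (50 nM final) from BAZ2B (50 nM final) in PBS pH 7.4, 0.01% Tween-20; complex preformed 30 min RT, then compounds (top 110 uM) 30 min RT, beads 20 min dark.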
POLI inh – inhibitors of human DNA polymerase iota | Q9UNA4 | Pol iota fluorescent replication assay, 10 min | Potency, µM (highest dose often 115 µM), inactives show at the top dose activity, negative = inhibition, most hits filed as inhibitors | actives 1% (n = 390,000)
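Pol iota at 10 nM preincubated 15 min with compounds at room temperature; reaction started with fluorescent substrate, 50 nM final. Fluorescence read kinetically at 0 and 10 min; buffer-only wells as negative control.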
Pol eta inh – blocks human DNA polymerase eta activity; recombinant Pol eta, fluorescent DNA replication assay; Q9Y253; actives 1.2% (n = 390,000); Potency, µM (titrated, usually from 114 µM), for inactives: at the top dose activity change, negative = inhibition, hits mostly inhibitors; note: % is set by controls: 0 for no effect and ±100 for the full control effect
Target sequence (Q9Y253 whole entry, looked up): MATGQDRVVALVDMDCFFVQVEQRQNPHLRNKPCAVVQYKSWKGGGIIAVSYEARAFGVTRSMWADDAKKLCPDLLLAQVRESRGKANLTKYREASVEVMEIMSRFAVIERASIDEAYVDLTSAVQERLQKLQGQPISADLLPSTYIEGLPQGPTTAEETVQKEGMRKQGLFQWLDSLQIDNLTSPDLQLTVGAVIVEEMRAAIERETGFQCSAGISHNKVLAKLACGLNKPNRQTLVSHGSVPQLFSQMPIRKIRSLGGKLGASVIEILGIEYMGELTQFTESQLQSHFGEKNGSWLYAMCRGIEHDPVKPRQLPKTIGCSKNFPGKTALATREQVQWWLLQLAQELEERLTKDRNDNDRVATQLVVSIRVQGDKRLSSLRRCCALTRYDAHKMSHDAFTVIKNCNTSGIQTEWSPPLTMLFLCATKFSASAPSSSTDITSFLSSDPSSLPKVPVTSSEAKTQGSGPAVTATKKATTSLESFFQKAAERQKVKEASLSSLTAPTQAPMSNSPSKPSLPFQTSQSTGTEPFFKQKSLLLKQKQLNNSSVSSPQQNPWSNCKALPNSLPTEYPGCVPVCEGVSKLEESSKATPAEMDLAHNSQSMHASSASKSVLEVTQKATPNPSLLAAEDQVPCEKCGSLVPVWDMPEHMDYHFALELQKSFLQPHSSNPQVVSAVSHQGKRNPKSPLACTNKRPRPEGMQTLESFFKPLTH
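Pol eta (10 nM) was preincubated with compounds for 15 min at room temperature, after which fluorescent replication substrate (50 nM final) was added to start the reaction. Fluorescence was read kinetically at 0 and 10 min.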
JMJD2A Tudor inh – JMJD2A Tudor domain (human) inhibition; AlphaScreen JMJD2A-Tudor / H3K4me3 peptide binding; actives 4.4% (n = 390,000); O75164; Potency, µM (highest dose often 114 µM), for inactives: at the highest dose activity change, negative = inhibition, hits mostly inhibitors; note: % is set by controls: 0 for no effect and ±100 for the full control effect; nearly all actives have a fitted effect of over 50% in size
G9a block – blocks human histone lysine methyltransferase G9a; Q96KQ7; G9a H3K9 monomethylation, AlphaScreen, 2 h; Potency, µM (series often up to 102 µM), for the others: at the top dose activity, negative = inhibition, actives largely listed as inhibitors; actives 8.8% (n = 350,000); AID 504332; note: % is set by controls: 0 for no effect and ±100 for the full control effect; nearly all actives have a fitted effect of over 75% in size
Target sequence (Q96KQ7 913-1193 limits assumed): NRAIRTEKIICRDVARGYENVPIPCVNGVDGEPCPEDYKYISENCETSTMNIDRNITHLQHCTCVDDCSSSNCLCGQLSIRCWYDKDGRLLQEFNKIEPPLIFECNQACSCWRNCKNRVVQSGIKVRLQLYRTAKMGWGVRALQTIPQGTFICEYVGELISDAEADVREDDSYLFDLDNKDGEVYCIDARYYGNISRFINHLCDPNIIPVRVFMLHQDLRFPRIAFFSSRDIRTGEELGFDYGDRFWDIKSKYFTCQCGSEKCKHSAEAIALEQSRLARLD
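AlphaScreen detection with an anti-monomethyl H3K9 antibody quantified product after a 2 h room-temperature reaction containing 500 nM biotinylated H3K9 peptide, 20 µM SAM and 20 nM enzyme, which had been preincubated 15 min with compound.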
Pol kappa inh – DNA polymerase kappa (human) inhibition; Q9UBT6; purified Pol kappa, fluorescent DNA synthesis assay, 10 min; AID 588579; actives 0.53% (n = 400,000); Potency, µM (titrated, usually from 107 µM), for inactives: at the top dose activity, negative = inhibition, actives largely listed as inhibitors; note: % is set by controls: 0 for no effect and ±100 for the full control effect
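First, compounds were pin-transferred onto 10 nM Pol kappa. After 15 min at room temperature, substrate was added to 50 nM final. Fluorescence was then measured kinetically at 0 and 10 min.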
POLB inh – blocks human DNA polymerase beta activity. actives 1.3% (n = 340,000). Potency, µM (highest dose often 114 µM), without a hit: top-dose activity change, negative = inhibition, actives largely listed as inhibitors. Pol beta primer extension/strand displacement, fluorescence kinetic. P06746; note: % is set by controls: 0 for no effect and ±100 for the full control effect
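Reaction started by 50 nM substrate onto compound-treated Pol beta (10 nM, 15 min preincubation, room temperature); plates read at 0 min and 10 min. Normalized concentration-effect data fitted by four-parameter Hill equation.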
BLM helicase inh – blocks DNA unwinding by human BLM helicase | actives 0.2% (n = 350,000) | recombinant BLM DNA unwinding, fluorescence dequenching | Potency, µM (titrated, usually from 56.1 µM), for inactives: at the top dose activity change, negative = inhibition, usual class: inhibitors | P54132;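 note: plate controls were vehicle for no effect and no enzyme for full effect; nearly all actives have a fitted effect of over 35% in size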
APEX1 inh – inhibitors of human APE1 endonuclease; P27695; recombinant APE1, TAMRA/BHQ-2 abasic DNA cleavage fluorescence; Potency, µM (highest dose often 65.8 µM), for inactives: top-dose activity change, negative = inhibition, usual class: inhibitors; actives 0.35% (n = 350,000); AID 2517;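 note: plate controls were vehicle for no effect and reference inhibitor for full effect; nearly all actives have a fitted effect of over 55% in size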
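Quantitative HTS: incision of a TAMRA/BHQ-2 double-stranded substrate bearing a tetrahydrofuran abasic site by 0.75 nM APE1 raises fluorescence. Substrate 50 nM final, added after 15 min compound preincubation at room temperature; progress as third-minus-first kinetic read difference.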
The depositor's hits bear a star; ? = inconclusive; nt = not tested or not shown; & = joins results of further samples; [ ] = dose if it differs, or a comment. Calls come from the whole dose curve; as a rule, active = well fitted curve in the direction sought with a large enough effect; inconclusive = small, poorly fitted or top-dose-only effect, or another doubt; inactive = no such curve, though single readings can be large; an effect the other way counts as inactive or inconclusive. Potency is the fitted concentration of half-maximal effect.

SMILES	BAZ2B block	POLI inh	Pol eta inh	JMJD2A Tudor inh	G9a block	Pol kappa inh	POLB inh	BLM helicase inh	APEX1 inh
COc1ccc(O)c(/C=N/N2CCCCC2)c1	50µM*	16%	0%	50µM*	50µM*	3%	?	-3%	48%
N#C/C(C(=O)N1CCCCC1)=C1/N=C(NC(=O)c2ccc(F)cc2)c2ccccc21	?	?	-4%	-32%	11%	3%	3%	-3%	1%
COc1ccc(N2CCN(CCNC(=O)c3nnc(Cc4c(F)cccc4Cl)o3)CC2)cc1	-39%	26%	-7%	-11%	?	-11%	-1%	-2%	1%
CCOc1ccc(N=c2oc3cc(O)ccc3cc2C(=O)NCC2CCCO2)cc1 (configuration not stated)	6%	13%	-1%	-18%	0%	-3%	-1%	-2%	24%
NC(=S)Nc1cccc2cnccc12	-2%	22%	-7%	-7%	-7%[59 µM]	-10%	1%	-4%	-2%
Cc1ccccc1-n1ncc2c1CC(C)(C)CC2NC(=O)CSc1ccncc1 (configuration not stated)	-15%	13%	-19%	-5%	26%	-3%	0%	-1%	40%
Nc1nc(SCc2ccc(Br)cc2)[nH]c(=O)c1-c1ccccc1	-7%	-14%	2%	-11%	nt	-4%	13%	-1%	-8%
COc1cccc(CSc2nc3n(n2)C(c2ccc(C(=O)O)cc2)C(C(=O)Nc2ccccc2)=C(C)N3)c1 (configuration not stated)	-15%	?	?	-29%	-3%[59 µM]	1%[60.1 µM]	?	-6%	nt
Cc1ccc(-n2c(N)c(C(=O)N3CCN(C)CC3)sc2=S)cc1	-24%	8%	1%	?	2µM*	-1%	8%	1%	1%
Cc1ccc2c(c1)N(C(=O)N1CCC(C(=O)NCc3cccc(Br)c3)CC1)CCO2	-2%	0%	-6%	-11%	-34%[59 µM]	-12%	1%	-3%	nt
CCc1ccc(Nc2nnc(SCC(=O)NCCN3C(=O)CSC3=O)s2)cc1	-4%	-21%	-15%	-5%	16%[59 µM]	-3%	30%	-2%	-6%
Cc1cc(=O)[nH]c(N/N=C/c2ccc(C)o2)n1	-4%	14%	-18%	56µM*	?	2%	5%	1%	6%
Cc1nn(Cc2ccc(F)cc2)c(C)c1NC(=O)c1noc2c1CCc1ccccc1-2	-2%&-3%	2%&37%	?	-17%&-15%	-31%&-12%[59 µM]	-17%&-10%	1%&-4%	-12%&-3%	-8%
Cc1ccccc1Nc1nc(N)nc(COC(=O)c2ccc([N+](=O)[O-])o2)n1	-29%	?	89µM*	-21%	5%[59 µM]	-23%	nt	nt	-28%
COC(=O)C1(C)Cc2cc(OC(C)=O)c(OC(C)=O)cc2N1 (configuration not stated)	-2%	nt	nt	nt	3%	nt	?	-4%	?
COc1ccc(N2CCN(C(=O)COC(=O)c3ccc(-n4nc(C)cc4C)cc3)CC2)cc1	-24%	-16%	2%	-19%	?	-23%	nt	nt	-15%
O=C(c1noc2c1CCCC2)N1CCc2c([nH]c3ccccc23)C1c1ccccn1 (configuration not stated)	?	105%[activator]	-28%	?	50µM*	-10%	-1%	-11%	-11%
CCN(CC)C1CCN(C(=O)c2cc(COc3ccccc3SC)on2)C1 (configuration not stated)	-13%[57.1 µM]	31%	4%	-12%	-2%	1%	1%	1%	44%
Cc1cnc(C(=O)OC(C)C(=O)Nc2ccc3c(c2)OCCO3)cn1 (configuration not stated)	-12%	132%[activator]	?	-12%	nt	-5%	2%	-1%	0%
CC(=O)Nc1nc2c(s1)C(=O)NCC(C)(C)C2	3%	14%[58.9 µM]	-5%	0%	24%	-10%	-17%	-2%	-5%
N#C/C(=C\c1cccn1-c1ccccc1)C(=O)NC1CCCCC1	?	-16%	0%	-10%	22%[59 µM]	-13%	16%	-5%	13%
CCOc1cccc(C(=O)c2ccc(O)c(O)c2O)c1	nt	nt	nt	nt	?	4.5µM*	nt	-16%	?
O=C(C1CCN(c2nnc(N3CCCC3=O)s2)CC1)N1CCN(c2cccc(C(F)(F)F)c2)CC1	?	7%	3%	-7%	-3%[59 µM]	2%	15%	-5%	23%
O=C1c2ccccc2NC2(CCCCC2)N1N=C1CCCCC1	10%	19%	-4%	-21%	2%[59 µM]	-11%	15%	4%	-1%
Cc1ccc(C(NC(=O)N2CCCC2)C(Cl)(Cl)Cl)cc1F (configuration not stated)	nt	18%	-10%	6%	-1%	-11%	0%	2%	-3%
CC1CCN(C(=O)Cn2c(=O)oc3ccccc32)CC1	9%	12%	-6%	2%	-5%[59 µM]	1%	2%	0%	-1%
Cc1ccc(-c2ccc(CCC(=O)O)n2Cc2ccco2)cc1	?	?	22µM*	?	50µM*	-28%	?	-7%	7%
COc1cccc(CNCCSc2nnnn2C)c1OCc1ccccc1F	?	?	-7%	-17%	-11%[59 µM]	-6%	39%[activator]	2%	nt
CCNC(=O)CSc1nc2cc([N+](=O)[O-])ccc2n1-c1cccc(C(F)(F)F)c1	-2%	21%	-16%	-7%	-2%[59 µM]	-9%	14%	5%	0%
CN(C)C(=O)CSc1cnc2ccccc2n1	-13%	46%[activator]	-6%	5%	3%	3%	12%	4%	-5%
COc1ccc(/C=C(/C#N)C(=O)NC2CCCCC2)cc1Br	-20%[57.1 µM]	-3%	-22%	-7%	105%[activator][59 µM]	-3%	7%	-6%	-3%
CCN(C(=O)c1ccc(C)c(Br)c1)c1ccccc1	-4%	0%	-10%	33%	47%	1%	12%	-5%	3%
O=C(O)c1ccccc1C(=O)NCCCCCCNC(=O)c1ccccc1C(=O)O	-25%	73%[activator]	11%	-6%	?	3%	0%	-5%	43%[activator]
Cc1nc(-c2ccc(S(=O)(=O)N3CCN(c4cccc(Cl)c4)CC3)cc2)co1	-6%	-3%	-15%	-26%	-33%[59 µM]	-9%[60.1 µM]	3%	-6%	nt
COc1cccc(CNC(=O)c2cc(Sc3cccc(Cl)c3)nc3ccccc23)c1	13%	14%	-10%	4%	23%[59 µM]	5%[60.1 µM]	-2%	1%	nt
Cc1cccc(OCC(=O)N(C)CCc2ccccn2)c1	35µM*	2%	-13%	?	?	6%	0%	0%	-5%
CCOC(=O)COc1c(Br)cc(C2NC(=O)NC(C)=C2C(C)=O)cc1OC (configuration not stated)	-34%	?	22µM*	-13%	-8%[59 µM]	?	?	5%	26%
O=C(C[C@@H]1C/C=C\CCC(=O)OC[C@@H]2CCCN2C1=O)N[C@@H](CO)Cc1ccccc1	nt	5%	0%	-3%	nt	-2%	nt	nt	2%
COc1ccccc1C(=O)NCCC(=O)NCc1ccncc1	7%	9%	-15%	-5%	18%[59 µM]	2%	nt	nt	-11%
NCCCn1c(C(=O)c2cc(Cl)c(N)c(Cl)c2)c2ccc([N+](=O)[O-])cc2[n+]1[O-]	?	12%	0%	?	8%[2.33 µM]	-21%	nt	nt	10%
CCC(=O)NC(Nc1ncc(C)s1)(C(=O)OC)C(F)(F)F (configuration not stated)	2%	18%	12%	-6%	11%[59 µM]	-12%	0%	5%	0%
O=C(CSc1ccccc1)NC1CCCCCC1	-2%	5%	-16%	-1%	87%[activator]	-4%	8%	0%	36%
CCOc1ccc2nc(NC(=O)c3ccc(OCC4CCCO4)cc3)sc2c1 (configuration not stated)	14%	53%[activator]	-8%	-2%	45µM*	-17%	-6%	3%	-5%
CCOC(=O)N1CCN(c2c(-c3ccccc3)c3cc(Cl)ccc3[nH]c2=O)CC1	-2%	19%	-12%	-11%	11%[12.7 µM]	-3%	2%	0%	4%
COc1ccc(CNC(=O)c2csc(Cc3ccc(Cl)cc3)n2)cc1	7%	-7%	-19%	7%	55%[activator]	-8%	15%	-13%	-5%
CN(c1cccc(NC(=O)c2ccc(Cl)c(S(=O)(=O)Nc3ccccc3)c2)c1)S(C)(=O)=O	1%	-3%	-14%	-17%	-48%	-26%	1%	-1%	-1%
COc1cc2c(cc1OC)C(COc1cc(C)cc(C)c1)N(C(=O)COc1ccccc1)CC2 (configuration not stated)	-29%	14%	-26%	-33%	?	-3%[60.1 µM]	-26%	-7%	nt
Cc1cccc(C)c1Nc1c(-c2ccccn2)nc2c(C)cccn12	?	-2%	0%	10µM*	-38%[59 µM]	3%	9%	-4%	nt
COc1ccc(CNC(N)=O)cc1OC	9%	7%	-9%	-3%	0%	-7%	-1%	1%	-8%
c1ccc(COCCC2CO2)cc1 (configuration not stated)	2%	nt	nt	nt	nt	nt	58%	1%	7%
CCOc1ccc(CNC(=O)c2ccccc2NC(=O)C2=CSCCO2)cc1	-17%	-7%	-11%	32µM*	-11%	10%	14%	-7%	8%
O=C1C=C(c2cccc(CO)c2)C[C@@H](c2ccc(Cl)cc2)C1	-6%	24%	-17%	-20%	-3%[0.501 µM]	7%	nt	nt	40%
Cc1ccc(CC2C(=O)N(c3ccc(F)cc3)C(=O)C2C)cc1 (configuration not stated)	2%	112%[activator]	-16%	0%	2%[0.501 µM]	-8%	-5%	-2%	-16%
CC(C)OC(=O)C(C(=O)C(F)(F)F)c1cc(NS(=O)(=O)c2ccc3ccccc3c2)c2ccccc2c1O (configuration not stated)	-36%	?	?	35µM*	32µM*	-15%	-6%	-15%	-2%
CCN(C(=O)COC(=O)/C(C#N)=C/c1ccc(OC)cc1)C1CCS(=O)(=O)C1 (configuration not stated)	5%	5%	-4%	-21%	-43%	-13%	nt	nt	8%

Copied from the listing, five compounds:
SMILES	BAZ2B block	POLI inh	Pol eta inh	JMJD2A Tudor inh	G9a block	Pol kappa inh	POLB inh	BLM helicase inh	APEX1 inh
COc1ccc(O)c(/C=N/N2CCCCC2)c1	50µM*	16%	0%	50µM*	50µM*	3%	?	-3%	48%
N#C/C(C(=O)N1CCCCC1)=C1/N=C(NC(=O)c2ccc(F)cc2)c2ccccc21	?	?	-4%	-32%	11%	3%	3%	-3%	1%
COc1ccc(N2CCN(CCNC(=O)c3nnc(Cc4c(F)cccc4Cl)o3)CC2)cc1	-39%	26%	-7%	-11%	?	-11%	-1%	-2%	1%
CCOc1ccc(N=c2oc3cc(O)ccc3cc2C(=O)NCC2CCCO2)cc1 (configuration not stated)	6%	13%	-1%	-18%	0%	-3%	-1%	-2%	24%
NC(=S)Nc1cccc2cnccc12	-2%	22%	-7%	-7%	-7%[59 µM]	-10%	1%	-4%	-2%

An excerpt; rates above refer to the full screens.
